Source: PubChem (several laboratories)
Yfh1-off respiration: mitochondrial function rescue without frataxin homolog – Friedreich's ataxia, plus single-dose screen, dose response (AID 1465). fold induction at 50 µM; hits with a dose series show EC50 in µM. S. cerevisiae Yfh1-off respiration, WST-1 reduction, 72 h; higher fold induction means a stronger effect. 220,000 tested, 0.074% active;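 active = fold induction of absorbance versus untreated yeast above a set limit, then at least 30% activation at any dose in follow-up; inconclusive = repeats straddling the limit, or above it without dose testing; inactive = fold induction below the set limit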;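 note: activators that raise dye reduction in frataxin-depleted yeast; strong numbers were not always called active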
P. falciparum M17LAP: P. falciparum M17LAP inhibitors, primary screen, biochemical, fluorogenic H-Leu-NHMec substrate, 1536-well (AID 1619). recombinant M17LAP, H-Leu-NHMec fluorogenic kinetic assay; higher % means a stronger effect. one-dose inhibition, % at 30 µM; IC50 in µM for titrated hits. 220,000 tested, 0.38% active;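 active = compound inhibiting the enzyme by more than half at any dose during confirmatory dose-response retesting; inconclusive = strong single-dose inhibitors picked by rank but not retested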;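 note: plate controls were full reaction with DMSO carrier for no effect and no enzyme background for full effect; strong numbers were not always called active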
XIAP displacement: XIAP antagonists, biochemical, IAP family, fluorescence polarization (AID 1018); XIAP BIR domain, fluorescence polarization peptide displacement; higher % means a stronger effect; displacement, % at 20 µM; hits with a dose series show IC50 in µM; 200,000 tested, 0.007% active; in the data active = displacement above about 50%; note: a part of the inactive calls stands beside numbers as strong as those of hits
ER stress rescue: rescue of cells from ER stress-induced death, primary screen, 384-well, CSM14.1, thapsigargin, ATP luminescence (AID 1222) | CSM14.1 thapsigargin-induced death rescue, ATP luminescence; higher % means a stronger effect | cellular ATP content (survival), % at 20 µM, or EC50 in µM where a hit was titrated | 190,000 tested, under 10 active;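 active = EC50 below 50 µM in the dose-response confirmation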;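 note: death triggered by thapsigargin at about 15 µM added after 2 h compound pretreatment; cell ATP read after overnight thapsigargin exposure of roughly 18 to 22 hours; normalized against plate controls of thapsigargin alone and 5% DMSO vehicle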
human PMI inhibitors: MPI inhibition at elevated mannose 6-phosphate – biochemical, fluorescence intensity, high mannose 6-phosphate, primary screen (AID 1220); recombinant PMI enzyme, coupled fluorescence intensity; higher % means a stronger effect; one-dose inhibition, % at 20 µM; IC50 in µM for titrated hits; 190,000 tested, 0.66% active; in the data active = inhibition above about 50%
PhoP inhibition: PhoP-dependent GFP reporter repression – Salmonella Typhimurium, primary screen (AID 1863); S. Typhimurium PhoP-regulated promoter GFP reporter, 4 h; higher % means a stronger effect; one-dose inhibition, % at 50 µM; IC50 in µM for titrated hits; 300,000 tested, 0.16% active;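 active = inhibition over 29.93%, a cutoff 3 SD above the screen mean, later confirmed by dose response; inconclusive = inhibition over 29.93% but no dose response follow-up; inactive = inhibition at most 29.93% or unconfirmed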;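 note: 0% = low Mg2+ inducing control and 100% = high Mg2+ repressing control; strong numbers were not always called active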
Siah-1 displacement: Siah-1 peptide-binding antagonists, primary screen, biochemical, fluorescence polarization, rhodamine-plectin, uHTS (AID 1817) | 290,000 tested, 0.02% active | displacement, % at 20 µM, or IC50 in µM where a hit was titrated | Siah-1 / rhodamine-plectin peptide fluorescence polarization; higher % means a stronger effect;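 active = displacement of at least 50% at 20 µM, with a fluorescence ratio check between 0.3 and a set limit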;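 note: plate controls were Siah plus tracer with DMSO for no effect and tracer alone without Siah for full effect; strong numbers were not always called active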
M1AAP inhibition: malaria alanyl aminopeptidase activity blockers – biochemical, fluorogenic H-Leu-NHMec substrate, 1536-well (AID 1445). recombinant M1AAP, H-Leu-NHMec fluorogenic kinetic assay; higher % means a stronger effect. inhibition, % at 30 µM; hits with a dose series show IC50 in µM. 220,000 tested, 0.42% active;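 active = primary inhibition above the hit cutoff, then over 50% inhibition at one or more dose response concentrations, cut at about 23% in these data, passing the limit was not always enough; inconclusive = conflicting primary data, or primary hits not chosen for dose response; inactive = low primary inhibition, or under 50% at every dose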;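 note: plate controls were DMSO full reaction for no effect and no enzyme background for full effect; strong numbers were not always called active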
West Nile virus CPE: inhibition of WNV-induced cytopathic effect – cell-based, CPE readout (AID 1621); West Nile virus-infected cells, CPE inhibition; higher % means a stronger effect; one-dose CPE inhibition, % at 10 µM; IC50 in µM for titrated hits; 290,000 tested, 0.02% active; in the data active = a potency from the dose series; inconclusive = CPE inhibition mostly from about 3.7% at the one dose, without a potency; inactive = the rest, 99 in 100 with CPE inhibition below about 2.2%; note: strong numbers were not always called active
Numbers without * were called inactive; i = inactive; ? = inconclusive; · = no result given. No enrichment for hits. About 1.6% of those tested had a hit in this group.

Start of the listing, in advance:
Order of results – Yfh1-off respiration | P. falciparum M17LAP | XIAP displacement | ER stress rescue | human PMI inhibitors | PhoP inhibition | Siah-1 displacement | M1AAP inhibition | West Nile virus CPE
> O=CNc1ccccc1Oc1ccccc1
  i | -3% | -6.9% | -1.5% | 2% | 0% | 1% | -1% | 0.4%
> CC(=O)NNC(=S)NC(=O)c1ccc(C)cc1
  i | 46% | -4.9% | 0.6% | -19% | 5% | 6% | -8% | 0.3%
> OC[C@@H](O)C1OC2NC(=S)OC2C1O (stereo partly specified)
  i | -4% | -8.3% | -1.2% | 3% | 4% | -5% | -5% | -0.2%
> CCc1ccc(NC(=O)c2ccc3c(=O)n4c(nc3c2)CCCCC4)cc1
  i | -4% | · | · | · | 3% | -6% | 3% | -0.7%

Main list, repeating the preview:
Order of results – Yfh1-off respiration | P. falciparum M17LAP | XIAP displacement | ER stress rescue | human PMI inhibitors | PhoP inhibition | Siah-1 displacement | M1AAP inhibition | West Nile virus CPE
> O=CNc1ccccc1Oc1ccccc1
  i | -3% | -6.9% | -1.5% | 2% | 0% | 1% | -1% | 0.4%
> CC(=O)NNC(=S)NC(=O)c1ccc(C)cc1
  i | 46% | -4.9% | 0.6% | -19% | 5% | 6% | -8% | 0.3%
> OC[C@@H](O)C1OC2NC(=S)OC2C1O (stereo partly specified)
  i | -4% | -8.3% | -1.2% | 3% | 4% | -5% | -5% | -0.2%
> CCc1ccc(NC(=O)c2ccc3c(=O)n4c(nc3c2)CCCCC4)cc1
  i | -4% | · | · | · | 3% | -6% | 3% | -0.7%
> O=C(NCc1ccccn1)c1nc(-c2cccs2)no1
  i | 17% | -1.8% | 0.5% | 0% | -4% | 4% | 1% | 0.2%
> CNC(=S)N(Cc1cccs1)Cc1cc2ccc(OC)cc2[nH]c1=O
  i | 5% | -7.5% | -2.8% | 3% | -12% | 10% | 8% | 0.1%
> CCN1C(=O)C(O)(C2COC(C)(C)CC2=O)c2cc(Br)ccc21 (stereo unspecified)
  i | 2% | -5.0% | -2.7% | 12% | 17% | -1% | -7% | 3.4%
> Cn1c(=O)c2c(nc(Br)n2Cc2ccccc2Cl)n(C)c1=O
  i | 0% | -4.8% | -1.5% | -6% | -6% | 4% | -4% | -0.2%
> COc1ccc(-c2nc3cnccn3c2Nc2ccc3c(c2)OCO3)cc1
  i | -2% | -2.6% | · | 22% | 10% | 2% | 12% | -0.1%
> Cc1c(C(=O)Nc2ccc(Cl)cc2)c2ccccn2c1C(=O)c1ccc([N+](=O)[O-])cc1
  i | -6% | -5.0% | 2.1% | -1% | 2% | 2% | -1% | -0.4%
> COc1nc(-c2ccccc2)ccc1-c1noc(-c2ccccc2)n1
  i | 2% | -1.0% | 0.8% | 6% | -2% | 7% | 17% | 0.1%
> COc1ccccc1C(=O)Nn1cnc2ccccc2c1=O
  i | 0% | -4.1% | 0.5% | -3% | 2% | 0% | -1% | 0.5%
> O=C(c1ccccc1)N1CCN(C(=S)NCc2ccco2)CC1
  i | -9% | -11% | -0.3% | 9% | 1% | -3% | 10% | 1.0%
> CC1CCC(n2c(=S)[nH]c3ccccc3c2=O)CC1 (stereo unspecified)
  i | -2% | -1.9% | -1.3% | 11% | -4% | 2% | 4% | 0.8%
> O=S1(=O)CCC(NC(=S)NC2CCS(=O)(=O)C2)C1 (stereo unspecified)
  i | 1% | -5.3% | -2.8% | -5% | -5% | -13% | 2% | 1.0%
> COC(=O)C(NC(C)=O)(Nc1cc(C)ccn1)C(F)(F)F (stereo unspecified)
  i | -1% | · | · | · | 3% | 1% | 3% | 0.8%
> Cc1ccc(C)c(NC(=O)CCC(=O)NNC(=O)c2cccc([N+](=O)[O-])c2)c1
  i | 2% | 1.9% | -2.5% | 18% | 16% | -2% | 7% | 0.0%
> CCSc1ccccc1C(=O)Nc1ccc(S(=O)(=O)NC(C)=O)cc1
  i | 5% | -11% | 0.1% | -18% | 15% | -1% | -1% | -0.3%
> C/C(CCc1ccccc1)=N\NC(=O)COc1ccccc1C
  i | 4% | -4.3% | 0.6% | -5% | -3% | 0% | -1% | -0.1%
> COc1ccc(NC(=S)NC2CC3CCC(C2)N3Cc2ccco2)cc1 (stereo unspecified)
  i | -3% | -8.1% | -0.6% | -6% | -2% | -9% | 8% | -0.7%
> CC(C)(C)NC(=O)COC(=O)c1ccc(F)cc1Cl
  i | -3% | -4.6% | -1.1% | -19% | 4% | 5% | -2% | 0.6%
> Cn1nnc(NC(=O)c2ccc(C(C)(C)C)cc2)n1
  i | 5% | -23% | -3.8% | 4% | 5% | 3% | 3% | 0.7%
> CCC(C)(C(=O)NC1CCCCC1)N(C(=O)CNC(C)=O)c1c(C)n(C)n(-c2ccccc2)c1=O (stereo unspecified)
  i | 10% | -18% | 1.4% | 15% | -13% | 4% | 8% | -0.3%
> COc1ccc(NC(=O)c2nc3nc(C)cc(C(F)F)n3n2)cc1OC
  i | -3% | -9.3% | -0.2% | 0% | 11% | -1% | 6% | 0.3%
> Cc1ccc(Nc2nc3ccccc3nc2-n2nc(C)cc2C)cc1
  i | 13% | -3.6% | -2.7% | 10% | -8% | -2% | 21% | 0.1%
> O=C(NC1CCCCCCC1)c1cnccn1
  i | -3% | -5.9% | -1.4% | 1% | 5% | -5% | -2% | -0.4%
> Cc1cccc(NC(=O)c2cc3cc([N+](=O)[O-])ccc3s2)n1
  i | -2% | -1.5% | -0.2% | -10% | -5% | 5% | -6% | -0.4%
> C/C(CC1CC(COCC(C)C)OC1=O)=N\NC(N)=S (stereo unspecified)
  i | -4% | -4.3% | -1.0% | 3% | -4% | 8% | -3% | -0.7%
> CC(C)(C)NC(=O)C1CCN(c2ccc(S(=O)(=O)N3CCOCC3)cc2Cl)CC1
  i | 0% | -2.1% | 0.4% | -4% | -6% | 4% | 14% | 0.6%
> CC(C)N=c1c([N+](=O)[O-])nn(C)n1O
  i | 1% | -7.0% | · | -4% | -5% | 3% | 3% | 0.0%

Quoted at random: 2 entries already listed.
Order of results – Yfh1-off respiration | P. falciparum M17LAP | XIAP displacement | ER stress rescue | human PMI inhibitors | PhoP inhibition | Siah-1 displacement | M1AAP inhibition | West Nile virus CPE
> O=CNc1ccccc1Oc1ccccc1
  i | -3% | -6.9% | -1.5% | 2% | 0% | 1% | -1% | 0.4%
> C/C(CC1CC(COCC(C)C)OC1=O)=N\NC(N)=S (stereo unspecified)
  i | -4% | -4.3% | -1.0% | 3% | -4% | 8% | -3% | -0.7%

Next records follow.
Order of results – Yfh1-off respiration | P. falciparum M17LAP | XIAP displacement | ER stress rescue | human PMI inhibitors | PhoP inhibition | Siah-1 displacement | M1AAP inhibition | West Nile virus CPE
> O=c1[nH]c2sc3c(c2c2nncn12)CCCC3
  i | 34% | -9.1% | -0.8% | -14% | -4% | -4% | 2% | ·
> N#CC1=C(N)SC(N)=C(C#N)C1C1CC=CCC1 (stereo unspecified)
  i | -5% | -1.4% | 2.9% | 5% | 16% | 2% | 3% | 1.5%
> CC1CCCCN1CCNc1nc(=S)[nH]c2ccccc12 (stereo unspecified)
  i | 5% | -1.8% | -0.7% | 9% | -3% | 2% | 2% | -1.2%
> COc1ccc2[nH]c(=O)c(CN(C(=O)c3cccnc3)c3ccccc3)cc2c1
  i | -7% | -2.9% | -2.8% | 4% | 12% | -3% | 0% | 0.0%
> CCN(Cc1cc2cc(C)ccc2[nH]c1=O)S(=O)(=O)c1ccccc1
  i | 5% | -0.3% | 0.6% | 16% | -2% | 2% | 10% | -0.9%
> O=S(=O)(Cc1ccccc1)NCc1ccccn1
  i | -6% | -3.3% | -4.1% | -1% | 9% | -4% | 2% | 0.3%
> NC(N)=NC(N)=Nc1ccc2ccccc2c1
  i | 1% | -3.8% | -1.1% | 10% | -8% | -2% | 5% | -1.3%
> O=C(c1ccc(Cn2c(=O)[nH]c3ccccc3c2=O)cc1)N1CCN(c2ccccn2)CC1
  i | -3% | -0.9% | · | 10% | 3% | 2% | 2% | 0.2%
> COc1cccc(CC(=O)Nc2nc3c(s2)C(=O)CC(C)(C)C3)c1
  i | -2% | -4.8% | 0.0% | 3% | 0% | -1% | -2% | -0.2%
> O=C(c1cnn2c(C(F)(F)F)cc(-c3cccs3)nc12)N1CCN(C(c2ccccc2)c2ccccc2)CC1
  i | -7% | -2.2% | 0.8% | 3% | -1% | -4% | 12% | 1.3%
> O=C(Nc1ccc(N2CCCCC2)cc1)C(Cl)c1ccccc1 (stereo unspecified)
  i | 2% | -6.1% | -1.5% | 1% | 10% | 1% | 11% | -0.9%
> COc1ccc(CSc2nc3ccccc3c(=O)n2CCCN2CCOCC2)cc1F
  i | -3% | -11% | · | 8% | 0% | -5% | -1% | -1.3%
> CC(C)(C)c1n[nH]c2c1CCCC2
  i | 7% | -2.4% | -3.0% | -16% | 1% | 2% | 4% | 0.2%
> Oc1ccc(-c2nnc(SCC3CCCCC3)o2)cc1
  i | 9% | -2.8% | -1.2% | 5% | 0% | 1% | 4% | -0.1%
> Cc1cc(NC(=O)Cn2nc3c(cc2=O)CCCC3)ccc1Br
  i | 1% | -8.9% | -1.6% | -8% | 3% | 4% | 3% | 0.5%
> COc1ccc(OC)c(NC(=O)CCC(=O)N(Cc2ccc(OC)c(OC)c2)c2nccs2)c1
  i | · | -3.9% | -0.1% | 35% | · | 0% | · | -0.1%
> O=C(O)CSc1ccc(Oc2ccc(SCC(=O)O)cc2)cc1
  i | 13% | -6.5% | -0.6% | · | 5% | 16% | 1% | -0.3%
> Cc1nnc(-n2cnc3ccccc32)c2ccccc12
  i | -8% | -1.8% | -0.3% | 3% | -14% | 4% | -2% | -0.2%
> COc1cccc(C(=O)n2ccc(-c3cccs3)n2)c1
  i | -2% | · | · | · | -15% | 14% | 6% | -0.3%
> CCOC(=O)C1CCN(Cc2ccc(OC)c(C)c2OC)CC1
  i | 11% | -1.4% | -0.4% | -7% | -2% | 1% | -5% | -1.1%
> CCC1CCCCN1C(=S)Nc1ccc(C(C)=O)cc1 (stereo unspecified)
  i | 36% | -6.2% | 0.7% | -3% | -9% | -6% | 4% | ?
> O=C(CN1CCN(S(=O)(=O)c2ccc3ccccc3c2)CC1)Nc1ccc2c(c1)CCC2
  i | 8% | -4.8% | -2.7% | 12% | -2% | 6% | 3% | -1.4%
> CCOc1ccc(CCNC(=O)COC(=O)c2nc3nc(C)cc(C)n3n2)cc1OCC
  i | 5% | -6.4% | -1.1% | -3% | -2% | 2% | 1% | -0.4%
> COc1cccc(NC(=O)c2cn(C)c(=O)c3cc(OC)c(OC)cc23)c1
  i | 2% | -3.9% | 5.1% | 7% | -5% | 0% | 7% | 0.1%
